USP30 inh: blocks human USP30 ubiquitin-rhodamine cleavage. AID 1645860. inhibition, % at 25 µM. purified USP30, Ub-rhodamine cleavage fluorescence. Q70CQ3. hit rate 5.3% among 47,000
USP7 inh: inhibitors of human USP7 deubiquitinase; Q93009; purified USP7, Ub-rhodamine cleavage fluorescence; inhibition, % at 20 µM; hit rate 0.3% among 47,000; AID 1645854
OTUD3 inh: inhibitors of human OTUD3 deubiquitinase; inhibition, % at 25 µM; hit rate 0.7% among 47,000; Q5T2D3; purified OTUD3, Ub-rhodamine fluorescence, 2 h
USP28 block: blocks human USP28 ubiquitin-rhodamine cleavage | hit rate 3% among 47,000 | Q96RU2 | inhibition, % at 25 µM | purified USP28, Ub-rhodamine cleavage fluorescence, 30 min | AID 1645857
UCHL1 inh: inhibitors of human UCHL1 deubiquitinase; purified UCHL1, Ub-rhodamine cleavage fluorescence; inhibition, % at 20 µM; hit rate 0.2% among 47,000; AID 1645859
Target sequence (P09936 whole entry, looked up): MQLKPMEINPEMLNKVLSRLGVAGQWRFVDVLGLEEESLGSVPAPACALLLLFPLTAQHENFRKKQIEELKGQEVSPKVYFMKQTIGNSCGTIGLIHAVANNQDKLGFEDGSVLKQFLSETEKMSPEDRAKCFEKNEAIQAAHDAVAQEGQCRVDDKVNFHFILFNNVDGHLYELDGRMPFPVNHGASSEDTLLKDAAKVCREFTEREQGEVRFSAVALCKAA
USP10 inh: human USP10 deubiquitinase inhibition | Q14694 | purified USP10, Ub-rhodamine fluorescence, 60 min | inhibition, % at 20 µM | hit rate 1.1% among 47,000 | AID 1645856
USP17 block: blocks human USP17 ubiquitin-rhodamine cleavage | purified USP17, Ub-rhodamine cleavage fluorescence, 3 h | inhibition, % at 50 µM | hit rate 6.5% among 47,000
Target sequence (A8MUK1 whole entry, looked up): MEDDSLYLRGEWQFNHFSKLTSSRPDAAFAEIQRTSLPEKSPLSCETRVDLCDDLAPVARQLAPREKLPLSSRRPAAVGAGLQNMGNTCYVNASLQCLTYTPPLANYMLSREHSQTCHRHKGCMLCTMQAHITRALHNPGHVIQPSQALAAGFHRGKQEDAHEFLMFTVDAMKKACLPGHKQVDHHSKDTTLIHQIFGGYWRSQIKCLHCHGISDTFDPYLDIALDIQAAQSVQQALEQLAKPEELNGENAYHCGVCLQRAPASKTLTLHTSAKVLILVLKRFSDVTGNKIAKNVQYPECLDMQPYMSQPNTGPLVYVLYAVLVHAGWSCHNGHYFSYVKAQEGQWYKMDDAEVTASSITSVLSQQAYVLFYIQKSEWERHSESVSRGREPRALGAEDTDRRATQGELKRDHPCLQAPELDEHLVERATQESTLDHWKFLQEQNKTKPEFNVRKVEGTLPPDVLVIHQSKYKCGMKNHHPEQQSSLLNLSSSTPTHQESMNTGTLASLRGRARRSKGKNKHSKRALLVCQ
USP8 inh: blocks human USP8 ubiquitin-rhodamine cleavage. AID 1645853. hit rate 4.2% among 47,000. purified USP8, Ub-rhodamine cleavage fluorescence, 30 min. inhibition, % at 20 µM
* = called active by the depositor; . = not tested or not shown. Cut-off read from the data, not from the text of the source: active = inhibition above about 30%; inactive = the rest.

#1 COc1ccc(-n2nc(C)c3c2NC(=O)CC3C(=O)c2ccc3c(c2)OCO3)cc1 (stereo not given)
#2 Cc1ccc(S(=O)(=O)N2CCCC2)cc1-c1nnc(-c2ccccc2)o1
#3 Cc1ccc(CNC(=O)CCCC2=NS(=O)(=O)c3ccccc3N2)cc1
#4 O=C(c1ccc(F)cc1)N1CCC(C(=O)N2CCN(c3ccc(F)cc3)CC2)CC1
#5 Cc1sc(NC(=O)C2CCCC2)nc1-c1ccc2c(c1)CCN2C(=O)C1CCCCC1
#6 COc1ccc(-c2ncc(NC(=O)C3CCC3)cn2)cc1
#7 Cc1cccc(CSc2nnc(CN3CCOCC3)n2C)c1
#8 CN1C[C@H]2CCN(C(=O)NCCc3ccccc3)CC[C@H]2S1(=O)=O
entry no.	1	2	3	4	5	6	7	8
USP30 inh	39*	.	.	-27	22	13	3	25
USP7 inh	1	2	0	0	-1	-4	-1	1
OTUD3 inh	4	-4	0	-6	5	2	-3	11
USP28 block	4	.	.	-6	22	14	-8	5
UCHL1 inh	0	0	0	-2	4	1	-1	1
USP10 inh	1	3	0	-3	6	-1	-4	3
USP17 block	16	20	-6	-16	11	13	-4	6
USP8 inh	7	4	1	-9	12	16	-6	23

#9 Cc1ccc(C(=O)N2CCc3cc(-c4csc(NC(=O)Cn5nnc6ccccc65)n4)ccc32)cc1
#10 CN(C)Cc1ccc(CN2CCc3c(nc(-c4ccncc4)[nH]c3=O)C2)cc1
#11 COc1ccccc1-c1nc(-c2ccc(-n3cccn3)nc2)no1
#12 c1ccc(-c2cnc([C@@H]3COCCN3Cc3ncc[nH]3)[nH]2)cc1
#13 CN1CCN(C2(CNC(=O)COc3ccccc3[N+](=O)[O-])CCCCC2)CC1
#14 COCCn1cnc2c1c(=O)n(CC(=O)Nc1cccc(C(C)=O)c1)c(=O)n2Cc1ccccc1
#15 Cc1ccc(C)c(NC(=O)Cn2c(C)ncc(C(=O)NC3CCCC3)c2=O)c1
#16 CCOc1ccc(C2=C(C)SC3=NS(=O)(=O)CCN32)cc1
entry no.	9	10	11	12	13	14	15	16
USP30 inh	8	-6	5	-22	-15	-10	9	4
USP7 inh	8	4	1	-2	-11	-15	-29	5
OTUD3 inh	29	18	7	5	0	-8	2	-3
USP28 block	23	8	0	12	-8	-4	7	-5
UCHL1 inh	1	3	1	1	-2	0	0	-1
USP10 inh	14	-4	0	-2	-4	-2	-7	6
USP17 block	43*	20	2	-38	-24	-9	-5	6
USP8 inh	57*	28	7	-39	-153	-6	0	-11

Entries listed above shown as hits in USP8 inh:
#9 Cc1ccc(C(=O)N2CCc3cc(-c4csc(NC(=O)Cn5nnc6ccccc65)n4)ccc32)cc1
entry no.	9
USP30 inh	8
USP7 inh	8
OTUD3 inh	29
USP28 block	23
UCHL1 inh	1
USP10 inh	14
USP17 block	43*
USP8 inh	57*

Carrying on:
#17 CNC(=O)c1cnc(C2(C)CCN(Cc3c[nH]c4ccccc34)CC2)s1
#18 Cc1cc(SCc2nnc(-c3ccc([N+](=O)[O-])c(C)c3)o2)c(C)cc1Cl
#19 O=C(/C=C/c1cccs1)Nc1ccccc1-c1nc2ccccc2o1
#20 CC(OC(=O)c1ccc(NS(=O)(=O)c2ccc3c(c2)OCCO3)cc1)C(=O)Nc1cccc2ccccc12 (stereo not given)
#21 CC(=O)NC(Cc1cccc(F)c1)C(=O)NC1CCN(c2nc(C)cc(C)c2C#N)CC1 (stereo not given)
#22 CNC(=O)c1cccc(Nc2c(-c3ccc(OC)cc3)nc3cnccn23)c1
#23 Cc1nnc2ccc(N3CCN(C(=O)Nc4ccccc4Cl)CC3)nn12
#24 Cc1ccc(OCC(=O)Nc2cccc(OCc3cc(=O)n4c(ncn4C(C)C)n3)c2)cc1
entry no.	17	18	19	20	21	22	23	24
USP30 inh	26	-17	-83	-11	-48	-117	16	-53
USP7 inh	0	3	3	6	-1	-7	3	-1
OTUD3 inh	15	-7	1	-14	-12	-28	12	-10
USP28 block	8	-13	-33	-1	-1	-32	5	-27
UCHL1 inh	1	-1	-3	-2	1	-4	1	3
USP10 inh	-2	6	-8	8	-9	-1	2	0
USP17 block	0	-16	-44	-2	-11	-38	0	-26
USP8 inh	0	-49	-13	2	3	-6	0	-2

Reformatted: entries from further up.
(21) CC(=O)NC(Cc1cccc(F)c1)C(=O)NC1CCN(c2nc(C)cc(C)c2C#N)CC1 (stereo not given)
- USP30 inh: -48
- USP7 inh: -1
- OTUD3 inh: -12
- USP28 block: -1
- UCHL1 inh: 1
- USP10 inh: -9
- USP17 block: -11
- USP8 inh: 3

(22) CNC(=O)c1cccc(Nc2c(-c3ccc(OC)cc3)nc3cnccn23)c1
- USP30 inh: -117
- USP7 inh: -7
- OTUD3 inh: -28
- USP28 block: -32
- UCHL1 inh: -4
- USP10 inh: -1
- USP17 block: -38
- USP8 inh: -6

(cont.)
#25 NC(=O)c1cc2cc(F)ccc2nc1C1CCN(C(=O)C2CC2)CC1
#26 COc1ccc(Cl)cc1NC(=O)CC1C(=O)Nc2nc(C)nn21 (stereo not given)
#27 CC1(C)C(=O)Nc2ccccc2N1C(=O)COc1ccc(-c2nnco2)cc1
#28 Cc1ccc(CNC(=O)Cn2cnc(S(=O)(=O)N3CCC(C)CC3)c2)cc1
#29 CC(C)(C)c1ccc(-c2nc(NCc3cccnc3)c3ccccc3n2)cc1
#30 C[C@@H](NS(=O)(=O)c1ccc(Br)cc1)C(=O)NCc1cscn1
#31 CCOc1ccccc1NC(=O)COC(=O)C(c1ccccc1)c1ccccc1
#32 O=C(O)c1cc(C2CCCCC2)nc2ccccc12
entry no.	25	26	27	28	29	30	31	32
USP30 inh	9	15	9	0	-59	1	6	17
USP7 inh	1	8	5	-1	10	-3	14	9
OTUD3 inh	1	5	2	-3	-21	-2	34*	5
USP28 block	11	9	-1	-3	-25	-6	21	0
UCHL1 inh	0	4	1	-2	5	-4	7	6
USP10 inh	3	0	0	-1	-2	1	10	-2
USP17 block	0	5	4	-2	-23	-20	22	0
USP8 inh	11	1	6	0	-6	-92	27	15

#33 COc1cccc(CC(=O)N2CC[C@@H]3CN(CC(C)C)S(=O)(=O)[C@@H]3CC2)c1
#34 CCOc1ccc(-n2c(C)c(C)c3c2ncn2nc(-c4ccccn4)nc32)cc1
#35 CCOc1ccc2ccccc2c1C(=O)Nc1c2c(nn1-c1cccc(C)c1C)CS(=O)C2 (stereo not given)
#36 C=C[C@H]1[C@H](O[C@@H]2O[C@H](CO)[C@@H](O)[C@H](O)[C@H]2O)OC=C2C(=O)OCCC3C(=CO[C@@H](O[C@@H]4O[C@H](CO)[C@@H](O)[C@H](O)[C@H]4O)[C@@H]3C=C)C(=O)OCC[C@H]21 (stereo not given in full)
#37 O=C(Cn1nc(-c2ccccc2)c2cc(Cl)ccc21)Nc1ccc(Br)cc1F
#38 CCC(C(=O)NCCc1ccc(Cl)cc1)n1cnc2onc(C)c2c1=O (stereo not given)
#39 CC1c2[nH]c3ccccc3c2C[C@H]2C(=O)N(c3ccccc3C(=O)NCc3ccccc3)C(=O)N12 (stereo not given in full)
#40 CS(=O)(=O)c1cnc(N2CCCCC2)nc1C1CCN(C(=O)c2cnccn2)CC1
entry no.	33	34	35	36	37	38	39	40
USP30 inh	21	10	16	11	.	20	-353	-8
USP7 inh	3	0	-3	2	0	1	-17	-11
OTUD3 inh	9	4	12	2	-8	6	-73	-5
USP28 block	12	6	1	-5	.	8	-90	-7
UCHL1 inh	0	0	2	0	-1	1	-8	-3
USP10 inh	0	-2	0	1	-2	0	-9	-4
USP17 block	.	3	8	-1	-1	11	-94	-11
USP8 inh	0	1	4	-1	-8	14	-46	-7

Single values from above.
OTUD3 inh with `CS(=O)(=O)c1cnc(N2CCCCC2)nc1C1CCN(C(=O)c2cnccn2)CC1` = -5
OTUD3 inh with `C=C[C@H]1[C@H](O[C@@H]2O[C@H](CO)[C@@H](O)[C@H](O)[C@H]2O)OC=C2C(=O)OCCC3C(=CO[C@@H](O[C@@H]4O[C@H](CO)[C@@H](O)[C@H](O)[C@H]4O)[C@@H]3C=C)C(=O)OCC[C@H]21` (stereo not given in full) = 2
USP28 block with `CCC(C(=O)NCCc1ccc(Cl)cc1)n1cnc2onc(C)c2c1=O` (stereo not given) = 8
USP17 block with `CCOc1ccc(-n2c(C)c(C)c3c2ncn2nc(-c4ccccn4)nc32)cc1` = 3
OTUD3 inh with `CC1c2[nH]c3ccccc3c2C[C@H]2C(=O)N(c3ccccc3C(=O)NCc3ccccc3)C(=O)N12` (stereo not given in full) = -73
USP7 inh with `O=C(Cn1nc(-c2ccccc2)c2cc(Cl)ccc21)Nc1ccc(Br)cc1F` = 0
UCHL1 inh with `COc1cccc(CC(=O)N2CC[C@@H]3CN(CC(C)C)S(=O)(=O)[C@@H]3CC2)c1` = 0

Further results follow.
#41 CN(C)c1cc(C(=O)N(Cc2ccc3c(c2)OCO3)C2CCCCC2)ccn1
#42 Cc1cc2c3c([nH]c2cc1S(=O)(=O)NCc1ccc2c(c1)OCO2)CCCC3=O
#43 Nc1nc(CN2CCCC2c2ccc3c(c2)OCCCO3)nc(Nc2ccccc2)n1 (stereo not given)
#44 COc1ccc(C)c2sc(N(CCCn3ccnc3)C(=O)c3ccc(Cl)s3)nc12
#45 COc1ccc(-c2nc(N(Cc3ccccc3)C(=O)CN3CCOCC3)sc2C)cc1
#46 O=C(COC(=O)c1ccc2[nH]c3c(c2c1)CCCC3)Nc1ccc(N2CCOCC2)cc1
#47 COc1ccc2c(CCN=C(NC(=O)c3cc(OC)c(OC)c(OC)c3)Nc3nc(C)cc(C)n3)c[nH]c2c1
#48 COCCNC(=O)c1ccc2ccc(N3CCN(c4ncccn4)CC3)n2c1
entry no.	41	42	43	44	45	46	47	48
USP30 inh	18	-39	-336	9	-14	-56	-24	-172
USP7 inh	-16	-3	-30	-23	-4	4	9	-22
OTUD3 inh	0	13	-89	-4	-19	-11	-7	-53
USP28 block	7	31*	-118	-3	-15	-14	-10	-63
UCHL1 inh	2	4	-28	10	7	-1	8	-17
USP10 inh	-4	0	-9	12	0	-3	5	-6
USP17 block	13	0	-94	14	-14	31*	-6	-45
USP8 inh	0	0	-4	-42	-13	9	4	3

#49 CC(C)(C)C(=O)Nc1cccc(C(=O)Nc2ccc3c(c2)OCCCO3)c1
#50 O=S1(=O)CCN2C(=N1)Sc1cc(F)ccc12
#51 Cc1ccc2c(c1)C(C)(C)C1(/C=C/c3ccc(OCc4ccccc4)cc3)NC(=O)CN21 (stereo not given)
#52 Cc1ccc(CNC(=O)C2CCCN(c3ccc4nncn4n3)C2)cc1 (stereo not given)
#53 O=C(NC1CCCC1)N1C2CCC(O)(CC2)C1CN1CCOCC1 (stereo not given)
#54 CCOC(=O)Cn1c(-c2ccc(Cl)cc2)ccc(C#N)c1=O
#55 O=C(NCCCN1CCCC1=O)c1cc2cn(C3CC3)cc2s1
#56 CCOC(=O)C1=C(COc2ccccc2[N+](=O)[O-])NC(=O)NC1C (stereo not given)
entry no.	49	50	51	52	53	54	55	56
USP30 inh	10	27	-103	-8	27	30*	-209	-20
USP7 inh	5	4	-3	-4	7	7	-16	5
OTUD3 inh	4	2	-22	-4	12	14	-43	2
USP28 block	15	2	-34	0	7	16	-44	1
UCHL1 inh	1	2	-1	-1	2	2	-8	2
USP10 inh	2	2	-5	-1	2	6	-10	-1
USP17 block	4	1	-31	-1	11	14	14	-15
USP8 inh	2	2	-14	2	10	31*	66*	-85

#57 O=C(CSc1nnc2ccc(-c3ccccn3)nn12)c1ccc(F)cc1
#58 COc1ccc2[nH]c3c(NCCN4CCCCC4)ncnc3c2c1
#59 CS(=O)(=O)N1CC(C(=O)N2C[C@@H](O)[C@H](N3CCCC3)C2)C1
#60 Cc1c(C(=O)N2CCCC2)c(S(=O)(=O)NCc2ccco2)c(C)n1C
#61 Cn1cc(-c2ccccc2)cc1C(=O)NCCN1CCCC1
#62 COc1ccc(S(=O)(=O)N2CCC3(CC2)CC3c2nc(-c3cccnc3)no2)c(C)c1 (stereo not given)
#63 COc1ccc(C)cc1NC(=O)C(OC(=O)c1cc(S(=O)(=O)N2CCOCC2)ccc1C)c1ccccc1 (stereo not given)
entry no.	57	58	59	60	61	62	63
USP30 inh	3	-7	2	15	-7	36*	-22
USP7 inh	3	0	1	3	-6	8	0
OTUD3 inh	-3	-16	0	5	2	10	-7
USP28 block	-10	-15	-5	8	-4	5	-12
UCHL1 inh	1	-2	-1	0	-1	5	0
USP10 inh	-1	-2	3	0	-8	5	-2
USP17 block	5	-11	3	0	0	19	-20
USP8 inh	2	-8	0	-43	10	1	-23

Single records, from the list above.
`Cc1ccc(CNC(=O)Cn2cnc(S(=O)(=O)N3CCC(C)CC3)c2)cc1` reads USP30 inh: 0; USP7 inh: -1; OTUD3 inh: -3; USP28 block: -3; UCHL1 inh: -2; USP10 inh: -1; USP17 block: -2; USP8 inh: 0
`NC(=O)c1cc2cc(F)ccc2nc1C1CCN(C(=O)C2CC2)CC1` reads USP30 inh: 9; USP7 inh: 1; OTUD3 inh: 1; USP28 block: 11; UCHL1 inh: 0; USP10 inh: 3; USP17 block: 0; USP8 inh: 11

Screening data as filed in PubChem BioAssay.
